# Assay outcomes from PubChem BioAssay.
# AP complement: orthogonal test for alternative complement pathway inhibitors; actives 0.08% (n = 62,000); Human serum alternative complement pathway, LPS-coated ELISA, C3 deposition; tested in compound mixtures; inhibition, % at 5 µM;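 active = inhibition above 30% in each of the two pooled mixtures holding the compound, so the lower value exceeds 30%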;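 note: 0% = serum in Mg-EGTA without compound and 100% = EDTA serum blank; some compounds past the cut are filed as inactive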
#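 Assay system: Human serum alternative complement pathway, C3 deposition on LPS-coated wells | Incubation: 1 h serum-compound exposure at 37 °C | Doses: 5 µM per compound in ten-compound mixtures | Read-out: Percent inhibition | Technique: ELISA with HRP anti-human C3 antibody, TMB substrate, absorbance 450 nm | Replication: Two pool placements per compound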
# Ec RNAP inh: blocks E. coli RNA polymerase transcription | fluorescence transcription assay | actives 0.2% (n = 62,000) | inhibition, %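 (tested at 10 µM)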; in the data active = inhibition above about 20%;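 note: 0% = enzyme without compound and 100% = no enzyme blank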
# PKA kinase inh: blocks human protein kinase A activity; P17612; PKA Kemptide phosphorylation, Kinase-Glo ATP luminescence; actives 0.1% (n = 65,000); inhibition, % at 6 µM;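 active = inhibition above the screen-wide mean inhibition plus 3 SD, cut at about 21% in these data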; note: many of its hits are not listed in these tables
# CatB inh: blocks human cathepsin B protease activity | purified cathepsin B, fluorogenic substrate, fluorescence | inhibition, %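 (tested at 10 µM)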 | actives 0.1% (n = 63,000) | AID 453; in the data active = inhibition above about 21%;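 note: 0% = enzyme with no compound and 100% = no enzyme blank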
# ROCK2 inh: ROCK2 (human) kinase inhibition | purified ROCK2, Kinase-Glo ATP depletion luminescence | inhibition, % at 6 µM | actives 0.35% (n = 60,000);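 active = inhibition above the screen-wide mean inhibition plus 3 SD, cut at about 18% in these data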;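 note: plate controls were DMSO wells for no effect and Y-27632 control wells after no-enzyme background subtraction for full effect; many of its hits are not listed in these tables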
# CatB mix inh: human cathepsin B inhibition by mixtures; P07858; Purified cathepsin B, AMC dipeptide fluorescence, compound mixtures; inhibition, %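 (ten-compound pools at 5 µM per compound and 50 µM total)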; actives 0.06% (n = 62,000); AID 488; in the data active = inhibition above about 22%, passing the limit was not always enough; inconclusive = no clear call, values can overlap the other calls;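 note: 0% = enzyme without compound and 100% = no enzyme blank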
# RORA act: activates the human nuclear receptor RORA | P35398 | CHO-K1 Gal4-RORA LBD luciferase reporter, luminescence; percent increase over mock-subtracted basal signal | activation, % at 10 µM | actives 1.5% (n = 65,000) | AID 560;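 active = activation above the mean of all tested compounds plus 3 SD, cut at about 49% in these data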;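 note: 0% = DMSO-treated RORA cells and 100% = added signal equal to DMSO minus mock-transfected cells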
# Target sequence (P35398 whole entry, looked up, the tested form may be a part): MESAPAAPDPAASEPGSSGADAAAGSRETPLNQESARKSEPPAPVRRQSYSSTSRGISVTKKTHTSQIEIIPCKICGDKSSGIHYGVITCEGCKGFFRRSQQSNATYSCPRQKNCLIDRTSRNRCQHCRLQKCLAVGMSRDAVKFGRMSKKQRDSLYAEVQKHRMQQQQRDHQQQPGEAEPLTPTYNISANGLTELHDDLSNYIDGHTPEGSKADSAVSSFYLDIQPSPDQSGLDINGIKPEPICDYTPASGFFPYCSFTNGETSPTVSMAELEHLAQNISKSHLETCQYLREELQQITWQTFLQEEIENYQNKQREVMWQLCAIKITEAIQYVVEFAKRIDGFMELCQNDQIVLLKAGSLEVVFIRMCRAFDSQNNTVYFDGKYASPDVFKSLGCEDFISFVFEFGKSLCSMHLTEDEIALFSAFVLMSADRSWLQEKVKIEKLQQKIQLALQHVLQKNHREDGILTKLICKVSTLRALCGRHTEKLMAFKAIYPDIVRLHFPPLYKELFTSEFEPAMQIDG
# CatS inh: human cathepsin S inhibition; recombinant cathepsin S, AMC dipeptide fluorescence, pooled mixtures; inhibition, %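 (tested at 5 µM per compound within 10-compound mixtures)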; actives 0.06% (n = 62,000); in the data active = inhibition above about 32%, passing the limit was not always enough; inconclusive = no clear call, values can overlap the other calls;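 note: 0% = enzyme without compound and 100% = blank without enzyme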
# Target sequence (P25774 115-331 limits assumed): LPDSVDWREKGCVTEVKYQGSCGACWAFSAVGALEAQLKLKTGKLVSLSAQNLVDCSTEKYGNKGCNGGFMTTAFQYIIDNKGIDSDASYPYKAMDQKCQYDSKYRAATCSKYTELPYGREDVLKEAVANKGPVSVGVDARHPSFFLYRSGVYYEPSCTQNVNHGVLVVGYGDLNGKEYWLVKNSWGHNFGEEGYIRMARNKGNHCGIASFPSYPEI
# JNK3 inh: blocks human JNK3 kinase activity; AID 746; inhibition, % at 8 µM; purified JNK3 kinase activity, HTS; actives 0.61% (n = 60,000); in the data active = inhibition above about 17%;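 note: 0% = DMSO and 100% = reference inhibitor; many of its hits are not listed in these tables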
# * = called active by the depositor; ? = inconclusive; nt = not tested or not shown. Not all compounds are listed, so the mix of outcomes need not match the whole.
SMILES,AP complement,Ec RNAP inh,PKA kinase inh,CatB inh,ROCK2 inh,CatB mix inh,RORA act,CatS inh,JNK3 inh
COc1ccc(OC)c(C(=O)CSc2nnc(-c3cccnc3)n2C)c1,5,3,13,8,12,-1,-7,-4,-6
CCCCOc1ccc(/C(O)=C2/C(=O)C(=O)N(CCCOC)C2c2ccncc2)cc1C (stereo not given),21,-6,-7,1,-3,2,-11,-7,-1
CC(C)c1nnc(NC(=O)Cn2nc(-c3ccc4c(c3)OCCO4)ccc2=O)s1,21,1,1,-2,4,5,4,-1,2
O=C1CN2C(=N1)N(Cc1ccccc1)c1ccccc12,-6,10,11,1,11,3,-2,1,-2
CN1CCN(S(=O)C23CC4CC(CC(C4)C2)C3)CC1 (stereo not given),11,-6,-2,-2,2,-2,1,1,-4
O=C(Nc1ccc(OC(F)(F)F)cc1)C1CCCN(S(=O)(=O)c2cccnc2)C1 (stereo not given),3,7,10,4,4,1,7,-14,0
Cc1cccc2cc3c(NC(=O)C(C)C)nn(C)c3nc12,-2,10,12,1,5,4,-10,-2,-8
COCCOC(=O)c1c(C)nc(SCC(=O)Nc2ccc(OC)cc2)c(C#N)c1-c1ccco1,6,11,-18,4,-16,3,2,4,-12
NC(=O)C1CCN(CCC(=O)Nc2ccc(Br)cc2)CC1,nt,9,4,3,2,nt,-4,nt,3
O=S(=O)(NCc1ccc2c(c1)OCO2)c1ccc2c(c1)oc1ccccc12,-3,13,11,5,6,4,0,14,4
COc1ccccc1-n1cnnc1SCC(=O)N1CCN(S(=O)(=O)c2ccccc2)CC1,6,4,2,4,7,4,-1,6,3
CC(=O)Nc1ccc(S(=O)(=O)N2CCSC2c2ccc(Cl)cc2)cc1 (stereo not given),14,7,10,0,-1,2,15,-5,4
CN(C)c1nc(N)nc(CSc2nc3cc(Cl)ccc3o2)n1,19,3,0,4,6,4,16,-1,2
Cc1cc(C)n2cc(CSc3nnnn3-c3ccc(Cl)cc3)nc2n1,7,10,0,-1,0,10,-23,1,0
O=C(OCCCCN1C(=O)c2ccccc2C1=O)c1ccc(Br)o1,2,8,4,4,4,-6,12,2,-6
CCSc1nnc([C@@H]2CCCN2C(=O)OC(C)(C)C)o1,14,8,3,2,5,-2,3,0,1
CSCCC(NC(=O)c1occc1C)C(=O)O (stereo not given),-3,10,4,1,-15,2,1,11,-5
C=CCc1ccccc1OCC(O)CN1CCN(c2ccc(OC)cc2)CC1 (stereo not given),10,-1,-3,0,4,5,-10,3,-4
COc1ccc(C(=O)Nn2c(SCC(=O)NCc3ccco3)nc3ccccc3c2=O)cc1,-1,13,6,5,-3,1,-59,8,-3
CCc1c(O)nc(SCC(=O)NCc2ccco2)[nH]c1=O,23,1,0,-7,-1,7,6,7,1
CCOC(=O)N1CCC(NC(=O)c2cc3sccc3n2CC)CC1,11,1,8,4,3,6,-17,-8,0
CCOC(=O)c1sc(NC(=O)CSc2nnc(-c3ccc(OC)cc3)n2CCOC)nc1C,19,1,-2,-3,6,4,14,-9,1
O=C(O)CCn1[nH]c(=O)ccc1=O,5,-3,-4,0,-3,-4,11,1,-1
N#C/C(C(=O)c1ccccc1)=C1/CCCCCN1,4,0,8,0,3,4,35,3,9
Cn1c(=O)[nH]c(=O)c2c1nc(CN1CCN(c3ccc(F)cc3)CC1)n2CCCc1ccccc1,8,2,6,1,1,0,1,3,-2

# Structures above with a cyano group, in the order listed:
SMILES,AP complement,Ec RNAP inh,PKA kinase inh,CatB inh,ROCK2 inh,CatB mix inh,RORA act,CatS inh,JNK3 inh
COCCOC(=O)c1c(C)nc(SCC(=O)Nc2ccc(OC)cc2)c(C#N)c1-c1ccco1,6,11,-18,4,-16,3,2,4,-12
N#C/C(C(=O)c1ccccc1)=C1/CCCCCN1,4,0,8,0,3,4,35,3,9

# The listing continues:
SMILES,AP complement,Ec RNAP inh,PKA kinase inh,CatB inh,ROCK2 inh,CatB mix inh,RORA act,CatS inh,JNK3 inh
O=C(Nc1ccc(Br)cc1)c1cnccn1,7,1,13,9,9,3,44,3,1
CC(=O)Nc1cccc(NS(=O)(=O)Cc2ccc(Cl)cc2)c1,16,5,6,3,9,7,-13,?,-8
CCOC(=O)c1ccc(N2C(=O)CC(Sc3nc(O)c(CC)c(=O)[nH]3)C2=O)cc1 (stereo not given),3,1,7,5,4,1,0,-1,-2
Cc1c(C(=O)O)nn(-c2ccccc2)c(=O)c1C#N,3,6,6,1,3,-1,2,4,0
O=C(c1ccco1)N1CCN(C(=O)c2ccccc2OC(=O)C23CC4CC(CC(C4)C2)C3)CC1,15,5,4,1,2,6,-13,1,-10
CCn1ncc(Br)c1C(=O)Nc1ccc(F)cc1F,2,-6,4,3,-2,0,2,-8,3
CCOC(=O)c1ccc(Cn2c(-c3ccccc3)nnc2-c2ccccc2)o1,-3,8,5,6,7,0,-3,0,-9
COc1ccc(C2C(C(=O)c3sc(C)nc3C)=C(O)C(=O)N2CCCn2ccnc2)cc1 (stereo not given),7,2,-2,-3,-1,-1,-4,6,4
O=C1C2C3C=CC(C3)C2C(=O)N1c1n[nH]c(-c2cccnc2)n1 (stereo not given),11,5,8,2,6,4,-1,20,-1
COC(=O)c1ccccc1CCC(C)=O,0,5,9,-1,9,-1,-16,-3,1
C=CCn1c(SCC(=O)Nc2ccc(C(=O)OC(C)C)cc2)nnc1-c1cccs1,8,4,4,2,4,0,13,-1,1
Clc1ccc(NC2=NCCCCC2)cc1,15,2,0,2,-2,-9,-16,-19,1
CC(=O)C1=C(C)NC(C)=C(C(C)=O)C1c1cccs1,10,1,1,8,-2,6,4,-9,-9
Cc1ccc(-n2ncc3c(=O)n(CC(=O)N4CCCc5ccccc54)cnc32)cc1C,-13,-15,10,0,3,5,12,8,0
COCC(C)NS(=O)(=O)c1ccc(NC(=O)C(Cc2ccccc2)NC(N)=O)cc1 (stereo not given),2,-3,13,-2,5,1,-3,-24,-3
CCC(=O)N1CCN=C1SCc1ccccc1Cl,4,-5,9,1,2,-1,-16,0,1
CS(=O)(=O)c1ccc2nc(NC(=O)c3ccco3)sc2c1,6,10,2,4,-5,3,66*,-6,3
COc1ccccc1N1CCN(Cc2nc3ccccc3c(=O)n2CC(C)=O)CC1,5,-3,-3,-1,nt,-3,12,-4,nt
COc1ccc(CN(C(=O)c2snc(C(N)=O)c2N)C(C(=O)NC(C)(C)C)c2ccco2)cc1 (stereo not given),15,7,0,4,4,3,-22,-2,-4
O=c1cc(CN2CCN(CCO)CC2)c2cc3c(cc2o1)CCC3,-18,-2,2,2,4,3,-10,3,-4
Cc1ccc(C)c(NC2=NS(=O)(=O)c3ccccc32)c1,3,2,-2,-2,0,-1,-9,26,-5
CCOc1ccc(-n2c(SC)nc3c(c2=O)SCC3)cc1,8,11,8,-6,nt,3,8,12,nt
CN(CC1CCCO1)S(=O)(=O)c1ccc(C(=O)Nc2nc(-c3ccccn3)cs2)cc1 (stereo not given),-2,2,5,3,6,5,-44,3,2
COC(=O)Cn1cnc2c(nnn2-c2cccc(Cl)c2)c1=O,17,1,8,-1,6,0,-14,-8,0
COc1ccc(S(=O)(=O)N(C)CC(=O)NCc2cccnc2)cc1C,10,6,8,-2,12,2,-9,-6,0

# Continued, overlapping the part above by four compounds.
SMILES,AP complement,Ec RNAP inh,PKA kinase inh,CatB inh,ROCK2 inh,CatB mix inh,RORA act,CatS inh,JNK3 inh
CCOc1ccc(-n2c(SC)nc3c(c2=O)SCC3)cc1,8,11,8,-6,nt,3,8,12,nt
CN(CC1CCCO1)S(=O)(=O)c1ccc(C(=O)Nc2nc(-c3ccccn3)cs2)cc1 (stereo not given),-2,2,5,3,6,5,-44,3,2
COC(=O)Cn1cnc2c(nnn2-c2cccc(Cl)c2)c1=O,17,1,8,-1,6,0,-14,-8,0
COc1ccc(S(=O)(=O)N(C)CC(=O)NCc2cccnc2)cc1C,10,6,8,-2,12,2,-9,-6,0
O=C(NCc1cccnc1)c1cc(-c2ccccc2)on1,3,9,-3,0,2,0,14,20,6
O=C(C1CCCN(S(=O)(=O)c2cccc3nsnc23)C1)N1CCc2ccccc2C1 (stereo not given),13,2,8,4,4,2,-9,-2,-1
COC(=O)c1sccc1NC(=O)c1c(C)cc(=O)oc1C,nt,4,6,-1,9,nt,-3,nt,-4
CCOc1ccc(NC(=O)N2CCC(NC(=O)c3ccco3)CC2)cc1,-17,-8,11,3,0,-6,5,-36,0
CCC1Oc2ccc(C)cc2N(CC(=O)NCCc2ccc(OC)c(OC)c2)C1=O (stereo not given),4,7,6,0,6,2,-14,2,-1
FC(F)(F)c1cccc(-n2cccc2/C=N/n2cnnc2)c1,nt,nt,1,-2,2,nt,-30,nt,1
COc1cccc(-n2c(SCc3c(C)noc3C)nnc2-c2cccc(S(=O)(=O)N(C)C)c2)c1,12,7,6,4,6,1,12,4,2
COCCNC(C)C(=O)C12CC3CC(CC(C3)C1)C2 (stereo not given),23,3,6,-4,10,4,36,-4,-1
CCOC(=O)COc1ccc2c(c1)c(C(=O)OCC)c(C)n2CC,nt,nt,11,nt,10,nt,-21,nt,1
CCOC(=O)N1CCN(C(=O)c2cc(C)c3c(C)nn(-c4ccccc4)c3n2)CC1,6,10,3,0,4,5,8,0,1
C(=N\n1cnnc1)/c1ccc(OC2CSC2)cc1,25,8,10,5,6,4,20,1,0
Clc1ccc(C2Nc3ccccc3-n3cccc32)cc1 (stereo not given),21,-9,8,-2,0,-4,21,0,-2
O=C(Nc1ccccc1C(F)(F)F)c1cc(S(=O)(=O)N2CCC3(CC2)OCCO3)ccc1F,7,5,-1,7,0,2,0,12,-9
CCCCN(C(=O)NC(=O)Nc1cccc(C)c1C)S(C)(=O)=O,0,2,9,2,4,-1,-16,1,3
CCn1c(C2CC(=O)N(c3cc(C)cc(C)c3)C2)nc2ccccc21 (stereo not given),0,-1,1,3,-6,-2,12,-7,-8
COc1cccc(N2CCN(C3CCCC(C)C3)CC2)c1 (stereo not given),23,2,-1,-5,4,9,1,4,-6
COc1ccc(NC(=O)COc2ccccc2)c(OC)c1,12,10,8,1,7,6,-4,6,4
CCOc1ccc(NC(=O)C2CC(=O)N(C(C)C)C2)cc1 (stereo not given),23,-12,2,3,3,-3,6,-6,-1
N#Cc1cc2c(=O)n3ccccc3nc2n(Cc2cccnc2)c1=O,7,-56,2,-15,5,-20,-13,-25,1
O=C(COc1ccccc1)Nc1ccc2c(c1)nc1n2CCOC1,-3,4,10,0,2,2,-6,-3,-6
COC(=O)c1cccc(OCC(O)Cn2ccnc2)c1 (stereo not given),2,-2,-5,-1,-6,-7,-19,-12,-1
Cc1ccc(-n2[nH]c(C)c(C=Nc3cc(C)ccn3)c2=O)cc1,20,-6,-9,-1,-24,-2,12,-1,0
COc1ccc(-c2csc(N3CCN(C(=O)c4ccco4)CC3)n2)cc1,8,0,8,8,1,-2,-11,-3,-10
O=C(CC(c1ccccc1)c1cc(Cl)ccc1O)N1CCOCC1 (stereo not given),10,2,3,3,6,5,-8,6,3
CC(C(=O)NC1CCCC1)N(Cc1ccco1)C(=O)c1snc(C(=O)NC2CCCC2)c1N (stereo not given),-10,8,8,0,3,2,1,1,3
CCCc1cc(=O)oc2c(CN3CCN(C)CC3)c(O)c(Cl)cc12,nt,nt,6,nt,8,nt,-7,nt,0
COc1ccccc1CN1C(=O)[C@@H]2C(CCC(N)=O)NC3(C(=O)Nc4c3ccc(Cl)c4C)[C@@H]2C1=O (stereo not given in full),9,9,-3,7,2,4,-7,11,3
O=C(Cn1nnc2ccccc2c1=O)N1CCCc2ccccc21,13,0,-5,0,-5,-1,-14,8,3
